Growth percent in the NCI-60 one-dose screen (48 h, 10 µM unless noted): 100 = growth as untreated, 0 = no growth, -100 = all killed.
MOLT-4 = MOLT-4 leukemia cells; 80,000 compounds, 6.9% hits
HOP-92 = HOP-92 NSCLC cells | AID 1794738 | 71,000 compounds, 6.3% hits
RPMI-8226 = RPMI-8226 leukemia cells; 77,000 compounds, 7.5% hits
M14 = M14 melanoma. 80,000 compounds, 6.2% hits. AID 1794745
A549/ATCC = A549/ATCC NSCLC; 81,000 compounds, 3.7% hits
EKVX = EKVX NSCLC; 71,000 compounds, 3% hits
CCRF-CEM = CCRF-CEM leukemia; 77,000 compounds, 7% hits
HOP-62 = HOP-62 NSCLC | 80,000 compounds, 3.9% hits | AID 1794735
Active calls of the source: *; / = no result given; & = joins results of further samples. The calls were made as follows: active = growth percent below 10; inactive = the rest.

entry	mol	MOLT-4	HOP-92	RPMI-8226	M14	A549/ATCC	EKVX	CCRF-CEM	HOP-62
1	COc1ccc(/C(C)=C(/C#N)c2nnc(NC(=O)c3ccc(-n4c(=O)[nH]c5ccccc5c4=O)cc3)s2)cc1	93	113	111	107	108	103	100	106
2	CC(=O)OC1CCC(OC(C)=O)CC1 (centres undefined)	100	/	/	112	110	110	96	109
3	CC/C(Cc1ccccc1)=C(\c1ccc(OCCN(C)C)cc1)c1ccc(OC(=O)NCc2ccccc2)cc1	73	58	74	92	74	77	105	102
4	COC(=O)C(Cc1ccc(O)c(O)c1)NC(=O)C(CSC/C=C(\C)CCCC(C)CCCC(C)CCCC(C)C)NC(C)=O (centres undefined)	7.8*	19	-5.1*	14	19	47	/	26
5	O=CN1N=C(c2ccc(Cl)cc2)CC1c1cccc(Nc2ccnc3cc(Cl)ccc23)c1 (centres undefined)	4.5*	22	13	16	21	30	14	8.2*
6	Cc1ccc(-n2nc(C(N)=O)c(N3CCCC3)n2)cc1	93	94	108	104	97	85	113	98
7	O=C(N/N=C/c1ccc(Cl)cc1)c1cc(-c2cc3ccccc3o2)nn1-c1ccccc1	78	-17*	48	99	98	90	96	97
8	COc1cc(NCC(O)CN(CC(C)C)C2CCCC2)c2ncccc2c1 (centres undefined)	/	74	95	96	66	83	114	86
9	N#Cc1c(-c2ccccc2)c(C#N)c(=O)n(-c2nccs2)c1N	117	92	107	110	97	96	112	93
10	CCOC(=O)c1ccc(N=Cc2sc(=S)[nH]c2O)cc1	95	100	89	99	110	/	113	112
11	CCc1c(C)[nH]c(=O)c(C(N)=O)c1C#N	107	109	105	98	89	103	99	97
12	C/C(=N\Nc1ccc(Cl)cn1)c1ccc2ccccc2n1	3.6*	34	12	0.2*	4.3*	11	3.6*	/
13	CCCCCCNC(=O)N/C(N)=N/c1nc2ccccc2s1	75	98	82	105	93	68	90	95
14	CC(=O)O[C@H]1[C@H](CC#CC#CC[C@@H]2C[C@]3(C)[C@H]4CC=C5[C@H]6[C@@H](C)[C@H](C)CC[C@]6(C(=O)NCCCN6CCN(CCCN)CC6)CC[C@@]5(C)[C@]4(C)CC[C@H]3C(C)(C)[C@H]2OC(C)=O)C[C@]2(C)[C@H]3CC=C4[C@H]5[C@@H](C)[C@H](C)CC[C@]5(C(=O)NCCCN5CCN(CCCN)CC5)CC[C@@]4(C)[C@]3(C)CC[C@H]2C1(C)C	98	96	100	106	110	107	109	94
15	O=S(=O)(NCc1ccccc1)c1ncnc2nc[nH]c12	93	117	99	108	87	111	83	103
16	Nc1ncnc2c1ncn2C1OC2COP(O)(=S)OC3C(COP(=O)(S)OC2C1F)OC(n1ccc(=O)[nH]c1=O)C3F (centres undefined)	85	59	100	88	89	106	98	95
17	Cn1cnccc1=O	104	99	93	96	93	/	96	119
18	CCCSc1nc(NC2CC2)c(C#N)c(-c2ccc(F)cc2)n1	85	42	87	117	37	60	94	19
19	Cc1cnc(NC(=O)CSc2nnc(-c3cccnc3SCc3ccccc3)o2)s1	42	/	64	84	51	72	38	81
20	Cc1oc2ccc(O)c(CN3CCCCCC3)c2c1C(=O)Nc1ccc(C(F)(F)F)cc1	64	35	75	58	61	64	65	70
21	Cc1ccc(/C=C/C(=N/N=C(N)N)c2ccccc2)cc1	24	14	11	-24*	19	35	25	26
22	Cc1ccc(S(=O)(=O)Oc2ccc3c4c(c(=O)oc3c2)CCCCC4)cc1	42	/	24	71	41	/	43	81
23	CCCCC[C@@H]1C/C=C(\C)[C@@H](O)C(C)(C)C(=O)[C@@H](C)/C=C(\C)[C@@H]2C[C@H](O)C[C@](O)(CC(=O)O1)O2	18	60	8.2*	50	37	21	29	69
24	CCOC(=O)c1nc(Oc2ccc(NC(=O)Nc3cccc(C)c3)cc2)c2ccccc2n1	99	109	100	113	105	104	108	97
25	O=NN(CCCl)C(=O)NC1CCCCC1	86&92	99&93	106&95	102&102	106&91	108&89	101&99	94
26	CC(C)(C)CC(C)(C)c1ccc(OCCSC(=N)N)cc1	9.3*	18	2.8*	-48*	77	52	/	98
27	Cc1sc2nc(N3CCCCC3)[nH]c(=O)c2c1C	89	94	106	99	83	94	94	93
28	C=CCn1c(-c2ccccn2)n[nH]c1=S	116&99	105&97	115&103	103&104	104&102	105	109	105&93
29	Clc1ccc2c(c1)C=C1CSCC3=Cc4cc(Cl)ccc4OC13O2	73	80	62	81	96	89	60	95
30	CC(=O)c1cccc(Nc2ccnc(SCC(=O)c3ccc(Cl)cc3)n2)c1	89	108	84	99	95	79	93	95
31	O=C(Nc1cccc(Cl)c1)Oc1c(Br)c(Br)c(Br)c(Br)c1Br	100	67	73	91	74	92	88	56
32	CCOc1ccc(/C=N/NC(=O)C(=O)N/N=C/c2ccc(OCC)c(OCC)c2)cc1OCC	107	95	94	105	107	100	96	106
33	N#Cc1c(-c2cccs2)nc2c(c(-c3ccccc3)nn2-c2ccccc2)c1-c1ccc2c(c1)OCO2	103	101	109	96	96	92	97	102
34	CCOC(=O)C1=C(C)c2ccc(OC)c(OC)c2C1	88	79	85	126	87	99	93	88
35	Nc1nc(Cl)c2ncn(Cc3ccc4c(c3)OCO4)c2n1	46	104	58	73	45	81	26	45
36	COc1cc(CNC(=O)/C=C/c2ccccc2)ccc1OCc1cn(-c2ccc(Br)cc2)nn1	74	98	66	93	79	67	88	118
37	OCC[C@H]1C[C@@H]1/C=C/c1ccc(F)cc1	94	98	105	99	101	97	102	97
38	COc1ccc(/C=C(/C)c2ccc3ccc(OC)cc3[o+]2)c(O)c1	35	67	58	/	102	56	11	92
39	CC(C)(C)c1nn(-c2ccccc2)c2c1COCN2Cc1cccnc1	75	80	55	113	86	102	86	93
40	CC12CC3(C)SC(C)(CC(C)(S1)S2)S3	104	96	103	100	104	/	/	106

Single values from the list:
Entry for #27 in A549/ATCC: 83
Entry for #31 in EKVX: 92
Entry for #30 in EKVX: 79
Entry for #29 in CCRF-CEM: 60
Entry for #21 in RPMI-8226: 11
Entry for #22 in CCRF-CEM: 43

(more compounds)
entry	mol	MOLT-4	HOP-92	RPMI-8226	M14	A549/ATCC	EKVX	CCRF-CEM	HOP-62
41	CC(=O)O[C@H]1CO[C@@H]2C(Oc3ccnc(NC4CCN(C(=O)C(C)(C)C)CC4)n3)CO[C@H]12 (some centres undefined)	105	102	/	/	97	103	105	114
42	C[C@]12CCc3nc(Nc4cccc(O)c4)sc3C1=CC[C@@H]1[C@@H]2CC[C@]2(C)/C(=N\NC(N)=S)CC[C@@H]12	5.4*	52	-22*	31	59	66	1.6*	32
43	CC[C@@H](C)[C@@H]1NC(=O)[C@H]([C@@H](C)CC)NC(=O)[C@@H]2CCCN2C(=O)[C@@H]2CCCN2C(=O)[C@H](CCCNC(=N)N)NC(=O)[C@H](CCCNC(=N)N)NC(=O)[C@@H](CC(C)C)NC(=O)[C@H](Cc2ccccc2)NC(=O)[C@@H](NC(=O)[C@@H](N)CS)CSSC[C@H](C(=O)N[C@@H](C)C(=O)O)NC(=O)[C@H](Cc2c[nH]c3ccccc23)NC(=O)[C@H](Cc2ccccc2)NC(=O)[C@H](Cc2ccccc2)NC(=O)CNC(=O)[C@H](CCC(=O)O)NC(=O)[C@@H](Cc2cnc[nH]2)NC(=O)[C@H](Cc2cnc[nH]2)NC(=O)[C@H](CC(C)C)NC(=O)[C@@H](CC(C)C)NC(=O)[C@H](Cc2ccccc2)NC(=O)[C@H]([C@@H](C)CC)NC(=O)[C@H](CCCNC(=N)N)NC1=O	103	108	103	106	93	/	99	92
44	O=C(/C=C/c1ccc(Cl)cc1)Nc1ncc(Cc2ccc(Cl)cc2)s1	82	108	90	25	66	69	86	54
45	Cc1sc2nc(CSc3nnc(-c4ccco4)o3)[nH]c(=O)c2c1C	49	106	67	122	101	110	64	115
46	Cc1ccc(NCc2ccccc2)cc1	103	84	93	100	90	108	102	97
47	Cc1cc2nc(C(Cl)Cl)nc(-c3ccco3)n2n1	74	79	44	/	3.5*	64	98	48
48	CC1(C)S[C@@H]2[C@H](NC(=O)C(C(=O)O)c3ccccc3)C(=O)N2[C@H]1C(=O)O (some centres undefined)	100	97	97	104	/	96	96	112
49	CNC(=O)c1cc(Oc2ccc(NC(=O)Nc3ccc(Cl)c(C(C)C)c3)c(F)c2)ccn1	74	63	50	35	75	53	54	52
50	OC(CCC(O)(c1ccccc1)c1ccccc1)(c1ccccc1)c1ccccc1	18	/	35	96	69	59	34	114
51	CCCCCCCCCCCCc1ccc(C(C)=O)cc1	113	/	102	110	106	/	/	108
52	O=C1c2nc3n(c2C(=O)c2nc4n(c21)CCC4)CCC3	104	/	97	97	96	84	106	113
53	COc1ccc(/C=C2/CN(C(=O)c3ccccc3F)C/C(=C\c3ccc(OC)cc3)C2=O)cc1	24	/	-19*	1.1*	63	/	4.2*	76
54	O=C(c1ccc(Cl)cc1)C1Oc2ccccc2C1O (centres undefined)	98	74	91	102	98	93	97	93
55	CCOC(=O)C(=CNc1ccccc1[N+](=O)[O-])C(=O)OCC	96	81	93	118	88	114	94	107
56	COc1ccc(CC(C)=C(c2ccc(OCCN3CCCCCC3)cc2)c2ccc(OCCN3CCCCCC3)cc2)cc1	-67*	-74*	-58*	-67*	-86*	-94*	-58*	-77*
57	O=C(NCCNc1nccc(Nc2ccc(S(=O)(=O)Nc3ccccn3)cc2)n1)c1cccc(Br)c1	92	99	101	108	103	99	110	95
58	C#C[C@@H]1C[C@H](O)Cc2ccc(Cl)c(C)c2N1	92	/	/	107	103	100	/	127
59	O=C(CCCn1c2c(sc3ccccc32)c(=O)n2nnc(-c3ccccc3)c12)NCCc1cnc[nH]1	79	-76*	-4.3*	-81*	-75*	/	38	-7.0*
60	Clc1ccc(SCc2ccc(CSc3ccc(Cl)cc3)cc2)cc1	105	85	105	104	103	103	97	93

Quoted at random: 5 records from the list
entry	mol	MOLT-4	HOP-92	RPMI-8226	M14	A549/ATCC	EKVX	CCRF-CEM	HOP-62
54	O=C(c1ccc(Cl)cc1)C1Oc2ccccc2C1O (centres undefined)	98	74	91	102	98	93	97	93
53	COc1ccc(/C=C2/CN(C(=O)c3ccccc3F)C/C(=C\c3ccc(OC)cc3)C2=O)cc1	24	/	-19*	1.1*	63	/	4.2*	76
58	C#C[C@@H]1C[C@H](O)Cc2ccc(Cl)c(C)c2N1	92	/	/	107	103	100	/	127
47	Cc1cc2nc(C(Cl)Cl)nc(-c3ccco3)n2n1	74	79	44	/	3.5*	64	98	48
59	O=C(CCCn1c2c(sc3ccccc32)c(=O)n2nnc(-c3ccccc3)c12)NCCc1cnc[nH]1	79	-76*	-4.3*	-81*	-75*	/	38	-7.0*

(next part)
entry	mol	MOLT-4	HOP-92	RPMI-8226	M14	A549/ATCC	EKVX	CCRF-CEM	HOP-62
61	COc1ccc(C2=NN(C(C)=O)C(c3cc(-c4cc5ccccc5o4)n(-c4ccccc4)n3)C2)cc1 (centres undefined)	92	91	96	99	111	102	89	98
62	Cc1cc2c(C(C)C)c(O)c(O)c(C=NCC(=O)O)c2c(O)c1-c1c(C)cc2c(C(C)C)c(O)c(O)c(C=NCC(=O)O)c2c1O	94	99	94	98	98	99	103	104
63	CCC(O)CN(C)Cc1cc2c(c3ccccc13)CCCC2 (centres undefined)	106	28	69	75	94	96	88	100
64	COC(=O)C1=C(C)NC(C)=C(C(=O)OC(C)C)C1c1cccc2nonc12 (centres undefined)	90	106	75	108	82	89	99	/
65	CC(C)CNCCCNc1ccnc2cc(Cl)ccc12	78	75	91	108	106	87	94	102
66	Cc1nc2ccccc2c(Oc2ccccc2)c1-c1ccccc1	79	/	61	95	78	/	81	102
67	O=S(=O)(NCCCNc1cc(-c2cn(-c3ccccc3)nc2-c2cccc(O)c2)ccn1)c1ccc(C(F)(F)F)cc1	16	29	15	23	35	41	30	51
